# Source: PubChem (several laboratories)
# UGM FP inh: M. tuberculosis UGM enzyme inhibitors, primary screen, biochemical, fluorescence polarization, single point; UDP-galactopyranose mutase (Mycobacterium tuberculosis (strain ATCC 25618 / H37Rv)), …; purified UGM, fluorescence polarization probe displacement; inhibition, % at 10 µM; 320,000 tested, 0.06% active; AID 504406, 2011; in the data active = inhibition above about 10%, passing the limit was not always enough; inconclusive = no clear call, values can overlap the other calls
# Target sequence (P9WIQ1 whole entry, looked up): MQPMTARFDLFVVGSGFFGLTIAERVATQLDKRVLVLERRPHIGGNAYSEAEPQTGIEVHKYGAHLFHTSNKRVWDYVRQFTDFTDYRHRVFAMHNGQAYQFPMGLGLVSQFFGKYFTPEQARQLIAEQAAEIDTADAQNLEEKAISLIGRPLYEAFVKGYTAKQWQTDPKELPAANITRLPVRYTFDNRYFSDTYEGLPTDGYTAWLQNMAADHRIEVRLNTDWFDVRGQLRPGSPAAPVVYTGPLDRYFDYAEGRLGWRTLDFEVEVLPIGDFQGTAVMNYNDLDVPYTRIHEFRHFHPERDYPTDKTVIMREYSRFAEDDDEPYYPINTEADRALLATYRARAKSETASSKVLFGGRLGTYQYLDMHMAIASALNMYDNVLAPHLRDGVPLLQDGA
# PrPC surface inh: inhibitors of human cell surface prion protein PrPC, primary screen, cell-based, TR-FRET. AID 720596, 2013. inhibition, % at 13.8 µM. TR-FRET read-out. 370,000 tested, 0.43% active; in the data active = inhibition above about 24%; also: 0% = median of the test wells and 100% = reference compound wells
# BoNT-A LC inh2: BoNT/A light chain protease inhibitors, primary screen, biochemical, flow cytometry, MLPCN library; 360,000 tested, 0.17% active; AID 588499, 2011; inhibition, % at 10 µM; multiplex microsphere protease substrate cleavage; in the data active = inhibition above about 30%; inconclusive = no clear call, values can overlap the other calls; also: plate controls were buffer without enzyme for full effect and enzyme alone for no effect
# Mtb BioA inh: M. tuberculosis BioA enzyme inhibitors, primary screen, biochemical, plate reader, single point, HTS; purified M. tuberculosis BioA enzyme; inhibition, % at 9.99 µM; AID 602481, 2012; 360,000 tested, 0.096% active; in the data active = inhibition above about 40%; inconclusive = no clear call, values can overlap the other calls
# Mtb FBA inh: Mtb FBA enzyme inhibitors, primary screen, biochemical, fluorescence, strain H37Rv; Fructose-bisphosphate aldolase (Mycobacterium tuberculosis (strain ATCC 25618 / H37Rv)), …; AID 588726, 2011; 360,000 tested, 2.3% active; inhibition, % at 1 µM; purified M. tuberculosis FBA, fluorescence read-out; in the data active = inhibition above about 27%;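 also: 0% = vehicle and 100% = reference inhibitor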
# Target sequence (P9WQA3 whole entry, looked up): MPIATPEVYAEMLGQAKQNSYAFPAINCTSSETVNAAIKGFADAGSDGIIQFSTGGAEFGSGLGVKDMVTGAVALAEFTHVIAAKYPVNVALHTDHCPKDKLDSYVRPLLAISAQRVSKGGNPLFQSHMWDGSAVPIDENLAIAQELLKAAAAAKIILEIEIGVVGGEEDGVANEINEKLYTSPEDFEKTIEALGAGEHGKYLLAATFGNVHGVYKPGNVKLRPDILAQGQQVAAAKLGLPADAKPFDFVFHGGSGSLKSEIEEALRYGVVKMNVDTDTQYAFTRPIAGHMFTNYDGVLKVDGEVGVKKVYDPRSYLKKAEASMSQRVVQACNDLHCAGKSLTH
# BoNT F protease: BoNT/F light chain protease inhibitors, primary screen, biochemical, flow cytometry, MLPCN library. Botulinum neurotoxin type F light chain protease (Clostridium botulinum). Multiplex microsphere protease cleavage assay. inhibition, % at 10 µM. 360,000 tested, 0.22% active; in the data active = inhibition above about 35%, passing the limit was not always enough; inconclusive = no clear call, values can overlap the other calls; also: plate controls were buffer without enzyme for full effect and enzyme alone for no effect
# GDH-TPI counter: GDH-TPI coupling enzyme inhibitors, primary screen, artefact control for M. tuberculosis FBA inhibitor project, biochemical, absorbance, full deck. AID 588335, 2011. 360,000 tested, 1.2% active. inhibition, % at 4.8 µM. GDH-TPI coupled enzyme counterscreen, NADH absorbance;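 also: 0% = DMSO wells and 100% = wells lacking the enzyme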
# FadD28 binding: inhibitors of FadD28 bisubstrate probe binding, primary screen, biochemical, fluorescence polarization, single point. Mycobacterium tuberculosis FadD28 fatty-acid-AMP ligase. inhibition, % at 12.5 µM. 360,000 tested, 0.22% active; in the data active = inhibition above about 8.5%, passing the limit was not always enough; inconclusive = no clear call, values can overlap the other calls
# CCHFV vOTU inh: CCHFV vOTU protease inhibitors, primary screen, biochemical, Pep-AMC substrate, fluorescence; Crimean-Congo hemorrhagic fever virus L polyprotein viral ovarian tumor (vOTU) protease …; inhibition, % at 11.5 µM; 370,000 tested, 0.55% active; AID 651958, 2012; also: 0% = vehicle wells with enzyme and 100% = no enzyme wells
# The depositor's hits bear a star; u = inconclusive; x = not tested or not shown. Rule as the data show it, unless noted: active = inhibition above about 30%; inactive = the rest.
SMILES,UGM FP inh,PrPC surface inh,BoNT-A LC inh2,Mtb BioA inh,Mtb FBA inh,BoNT F protease,GDH-TPI counter,FadD28 binding,CCHFV vOTU inh
Cc1nnc(SCC(=O)Nc2ccc3[nH]c(=O)[nH]c3c2)s1,0.2,-0.7,x,x,-1.6,x,2.5,-0.7,2.7
Cc1ccc(NC(=O)CSCCc2ccccn2)nc1,0.0,-6.5,-2.0,x,-8.2,-7.3,2.2,-1.4,6.1
CC(=O)Nc1cccc(NC(=O)C2CCCN2C(=O)Nc2ccccc2C)c1 (stereo not drawn),-0.7,-1.1,-0.7,-1.6,-0.9,-10.5,3.5,-1.4,-15.4
O=C(CCCn1c(=S)[nH]c2ccsc2c1=O)Nc1ccc2c(c1)OCO2,-1.9,-4.3,-0.4,0.2,-0.1,-5.5,1.2,-3.5,11.6
Cc1ccc(S(=O)(=O)N(C)C/N=C(\N)N[N+](=O)[O-])cc1,-0.6,3.8,-0.8,x,-3.2,2.5,-1.9,-2.6,-3.6
Cc1cccc(C)c1OCC(O)CN1CCC(CN2C(=O)c3cccc4cccc(c34)C2=O)CC1 (stereo not drawn),-0.1,-7.9,-0.4,-1.5,9.7,-49.5,8.3,-3.2,2.5
COc1ccc(C(=O)c2c(C)oc3ccc(O)c(CN4CCOCC4)c23)cc1,-1.5,5.7,-0.1,x,1.6,-2.8,3.6,0.6,-1.1
CC(C)n1ncc2c(C(=O)N3CCN(S(=O)(=O)c4cccc(F)c4)CC3)cc(C3CC3)nc21,x,5.2,-0.2,-3.2,5.7,2.9,-4.4,0.2,-4.1
O=C(O)c1ccc(N=NN2CCOCC2)cc1,2.8,12.1,0.5,x,2.4,-1.8,18.1,0.9,11.3
Cc1occc1C(=O)N1CCN(c2ncccn2)CC1,3.9,1.0,-0.3,-1.9,4.7,-1.9,-7.4,-0.6,5.7
CCCn1c(=O)[nH]c(=O)c2c1nc(-c1cccs1)n2CCOC,1.6,4.5,0.4,x,89.5*,0.7,14.6,0.7,-28.9
CN(C)C(=O)CSc1nnc([C@@H](N)Cc2ccccc2)o1,-1.3,-6.4,-1.0,0.7,0.4,-2.9,3.9,-1.1,1.3
N#C/C(=C/c1ccc(F)cc1)C(N)=S,1.0,10.2,-1.1,x,0.4,0.3,1.3,-2.4,0.0
CC(=O)N1CCc2cc(S(=O)(=O)C(C)CC(=O)NCc3ccc(C)o3)ccc21 (stereo not drawn),-0.8,-1.3,0.8,-6.4,2.5,10.3,12.9,-1.0,9.9
O=C(N/N=C/c1ccccc1)c1cc[n+]([O-])cc1,-0.4,2.0,-1.4,x,0.1,-25.5,8.2,x,9.3
COc1ccc(C)cc1NC(=O)CSc1nnc(-c2ccco2)n1Cc1ccco1,-0.3,10.5,-1.8,3.1,3.8,-4.8,10.7,-2.8,0.3
CSc1ccc(CN2CCC2(C)C(=O)Nc2cccc(NS(C)(=O)=O)c2)cc1 (stereo not drawn),x,4.4,-0.1,-0.7,-1.7,-5.0,9.3,-2.1,-6.3
O=C(Nc1cccc(Cl)c1)N(CCN1CCOCC1)Cc1ccccc1F,-1.8,4.9,0.4,1.0,-2.2,2.2,7.3,-3.0,2.2
Cc1cc(C)n2nc(SCc3nnc(SCc4ccccc4C)s3)nc2n1,2.3,16.0,0.6,6.5,0.6,2.9,-10.0,-3.2,22.1
COc1ccc(-c2c(C(=O)O)c(C(=O)O)c3n2CCC3)cc1,-0.5,2.7,-0.2,-1.0,11.9,11.7,10.7,0.5,-1.4
COc1ccc(-c2cnn(C3CCS(=O)(=O)C3)c2N)cc1 (stereo not drawn),0.9,-2.9,0.1,0.6,-0.2,1.4,-4.5,-1.9,-5.7
Cc1ccc(-c2nnn(CC(=O)N(CCO)C(C(=O)NC3CCCC3)c3ccc(F)cc3)n2)o1 (stereo not drawn),1.1,1.6,-0.2,x,4.2,1.8,3.8,0.6,-1.2
COc1ccccc1NCCC(=O)OCC(=O)Nc1ccccc1Cl,0.7,2.1,-0.8,-1.7,1.4,-7.7,-4.4,-4.1,2.3
COc1ccc(C(NC(=O)c2ccccc2F)NC(=O)c2ccccc2F)cc1,-0.5,2.9,-0.6,x,0.2,-1.6,-1.8,-0.1,1.7
CCOC(=O)Cc1csc(SCC(=O)N(CC(C)C)c2c(N)n(Cc3ccccc3)c(=O)[nH]c2=O)n1,-3.9,-3.9,2.8,1.2,1.5,9.0,1.7,-0.7,14.8
COc1ccc(C(=O)NNC2CC(=O)N(Cc3ccc(Cl)cc3)C2=O)cc1OC (stereo not drawn),-1.6,-6.2,-0.5,x,0.2,-1.1,5.6,0.1,12.4
CCO[C@@H]1OC(C(=O)NCc2nc3ccccc3[nH]2)=C[C@H](C(C)(C)C)[C@H]1CCCO,-1.1,10.6,-0.5,0.6,0.3,3.1,1.2,-1.3,6.1
CCOC(=O)c1oc2ccccc2c1CSc1nnnn1-c1ccc(OC)cc1,-1.0,6.3,u,0.0,1.3,3.3,7.3,-0.4,4.7
Cc1cccc(C=CC(=O)c2ccc(Cl)cc2)c1,x,3.6,0.4,0.1,0.0,-1.3,4.7,-3.4,8.2
COc1ccc(-c2cnc3c(NC(C)=O)cc(-c4ccccc4OC)cn23)cc1OC,x,0.5,0.1,0.0,9.1,-6.1,8.9,0.4,-3.1
CCCCc1nnc(NC(=O)CSc2nc(O)c(-c3ccccc3)c(=O)[nH]2)s1,-0.6,2.4,0.3,x,1.9,3.9,0.6,-0.3,8.4
CC12CCC(C(=O)Nc3nccs3)(OC1=O)C2(C)C (stereo not drawn),5.2,4.3,0.5,x,2.8,-3.0,5.5,0.1,7.4
COC(=O)c1ccccc1NS(C)(=O)=O,5.0,1.5,-1.8,-0.3,1.6,-8.1,7.2,0.2,-11.1
CN(/N=C/c1cc(Cl)cc(Cl)c1O)C(=S)NC(C)(C)C,1.7,-7.7,0.0,x,3.9,10.8,-0.8,-0.4,-0.4
CC(C)CNC(=O)c1ccccc1N(Cc1ccccc1)S(C)(=O)=O,-3.8,-1.9,-3.2,-1.1,-3.7,u,-7.0,-5.2,-1.1
CN(C(=O)COC(=O)c1cccc(S(=O)(=O)N2CCCCCC2)c1)C1CCS(=O)(=O)C1 (stereo not drawn),2.8,5.0,4.2,-0.5,1.9,2.3,9.7,-1.3,4.7
CC(NC(=O)c1ccc(Br)s1)c1ccncc1 (stereo not drawn),-2.4,-3.0,-0.3,x,1.7,0.5,2.5,-3.3,7.1
S=C1COC(c2ccccc2)N1c1ccccc1 (stereo not drawn),7.2,5.4,-1.5,-0.1,-3.8,-13.6,-5.0,0.1,2.8
CC(=O)Nc1ccc(OCc2cn(CC(=O)c3ccc(O)cc3)nn2)cc1,x,0.2,0.1,-0.7,-2.5,-2.1,15.6,-4.5,-0.1
CC[N+]1(CC)CC2CCC(C)(C1)C2(C)C (stereo not drawn),-0.6,6.9,-1.3,-0.6,0.2,-4.1,4.7,-0.9,2.2
Cc1cc(=O)oc2c(C)c(OC(C)C(=O)NCc3ccccn3)ccc12 (stereo not drawn),0.0,2.3,-1.0,3.4,17.3,2.9,7.4,-1.8,3.0
Cc1ccc(-n2nc3c(N4CCC(C(=O)NCCc5cccs5)CC4)nnc(C)c3c2C)cc1,1.0,-1.8,-4.7,-0.2,7.4,1.8,12.6,-3.7,15.7
Cc1cc(C)cc(C(=O)N(CCc2ccccc2)C2=CC3CCC(C2)N3C)c1 (stereo not drawn),0.9,-0.9,-0.4,x,3.0,-1.3,3.3,-2.1,-6.1
CSC1=N/C(=C\c2cccc(F)c2)C(=O)S1,-0.1,4.8,2.0,1.9,2.4,0.1,2.2,-1.9,3.9
Cc1cc(C)nc(N/N=C/C(Cl)=C/c2ccccc2)n1,-1.0,x,-0.3,x,-0.1,-8.4,-1.4,0.7,x
CC(C)(C)c1ccc(-n2ncc3c2CCCC3NC(=O)CCN2CCCCC2=O)cc1 (stereo not drawn),-1.7,4.5,1.8,7.7,-0.8,6.1,4.1,-4.1,4.4
CCOC(=O)C1=CNS(=O)(=O)NC1c1ccc2ccccc2c1 (stereo not drawn),x,-3.0,0.0,-1.2,5.5,-2.0,10.4,-0.3,-7.5
Cc1ccc(-c2cnc(C(O)c3cc(Cl)cc(Cl)c3)[nH]2)cc1 (stereo not drawn),x,4.1,-0.5,1.4,-2.7,-6.3,0.4,-1.5,-5.2

# Looked up one by one from the list above, five records:
SMILES,UGM FP inh,PrPC surface inh,BoNT-A LC inh2,Mtb BioA inh,Mtb FBA inh,BoNT F protease,GDH-TPI counter,FadD28 binding,CCHFV vOTU inh
Cc1cc(C)nc(N/N=C/C(Cl)=C/c2ccccc2)n1,-1.0,x,-0.3,x,-0.1,-8.4,-1.4,0.7,x
CC(NC(=O)c1ccc(Br)s1)c1ccncc1 (stereo not drawn),-2.4,-3.0,-0.3,x,1.7,0.5,2.5,-3.3,7.1
S=C1COC(c2ccccc2)N1c1ccccc1 (stereo not drawn),7.2,5.4,-1.5,-0.1,-3.8,-13.6,-5.0,0.1,2.8
Cc1ccc(-c2cnc(C(O)c3cc(Cl)cc(Cl)c3)[nH]2)cc1 (stereo not drawn),x,4.1,-0.5,1.4,-2.7,-6.3,0.4,-1.5,-5.2
CC(=O)Nc1ccc(OCc2cn(CC(=O)c3ccc(O)cc3)nn2)cc1,x,0.2,0.1,-0.7,-2.5,-2.1,15.6,-4.5,-0.1

# The listing continues:
SMILES,UGM FP inh,PrPC surface inh,BoNT-A LC inh2,Mtb BioA inh,Mtb FBA inh,BoNT F protease,GDH-TPI counter,FadD28 binding,CCHFV vOTU inh
O=C(CSc1ncn(-c2ccccc2)n1)Nc1nc2c(s1)CCCC2,-1.0,-0.1,0.4,x,-2.7,-1.6,-4.3,-3.9,-12.5
CC(C)c1ccc2c(c1)C(c1cccs1)=NNC(c1ccncc1)=N2,-3.3,-2.7,-0.1,x,3.5,1.5,-1.2,-2.0,-2.1
O=S(=O)(/N=C(/c1ccc(F)cc1)N1CCCCC1)c1ccc(Cl)cc1,-0.5,9.4,-2.8,0.3,-1.9,-20.3,11.9,-0.3,12.8
CS(=O)(=O)c1nc(S(=O)(=O)c2ccc(Cl)cc2)c(N2CCCCCC2)s1,-0.9,-3.1,-1.8,-1.0,-3.4,1.7,11.1,-1.4,16.9
CC(=O)c1cccc(NC(=O)N2CCCC2C(=O)Nc2ccccc2C)c1 (stereo not drawn),1.1,-5.1,-0.5,0.5,1.8,-0.8,3.8,0.0,1.0
COc1ccccc1CC(=O)NCC1CCCO1 (stereo not drawn),2.3,4.4,0.4,-1.3,-0.6,-5.3,-1.3,-2.5,-4.0
COC(=O)CSc1nc(N)nc(C)c1Br,4.4,5.9,-0.6,-0.4,2.2,6.4,6.2,1.0,4.7
COc1ccc(S(=O)(=O)NCCSc2ccccc2)cc1OC,0.5,9.0,1.2,-1.2,-3.1,-17.7,7.7,-0.9,-7.3
CC(C)(C)OC(=O)N1CCCC(C(=O)CC#N)C1 (stereo not drawn),0.4,1.4,0.6,-2.6,-2.9,8.7,4.3,-2.1,18.2
COc1ccc(-c2csc(NC3CCCCC3)n2)c(OC)c1,-0.3,-3.5,3.4,-1.3,-5.7,-24.0,12.0,-4.7,13.5
CC(C)Oc1ccc(CN2CCC2(C)C(=O)Nc2cccc3cccnc23)cc1 (stereo not drawn),x,-1.8,0.2,0.8,1.6,4.9,0.0,-2.2,2.1
COc1ccc(NC(=O)Cc2ccccc2F)cn1,-1.9,2.0,-0.2,x,1.9,2.2,5.4,-1.8,12.7

# Compounds were not picked by outcome; about 4.8% have a hit in one of these screens.
